# Dyrk1A ADPGlo = Dyrk1A (rat) kinase inhibition; hit rate 0.43% among 310,000; inhibition, % at 12.5 µM; ADP-Glo luminescence, NFATc1 peptide; Q63470; in the data active = inhibition above about 50%;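 note: plate controls were vehicle with enzyme for no effect and no enzyme for full effect; many of its hits are not listed in these tables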
# RGS4 block = human RGS4 inhibition | HEK293 M3R/RGS4 inducible, Fluo-4 calcium flux; active compounds read high; triggered by carbachol at its EC20 | B-score at 10 µM | hit rate 0.45% among 310,000;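 active = B-score, a plate-corrected calcium signal, over three deviations above library mean, with baseline fluorescence within five deviations of library mean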;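 note: RGS4 expression induced by doxycycline in cells with stable M3 receptor; B-score is computed from the integrated fluorescence ratio over baseline after carbachol; higher B-score means a larger calcium signal and so more RGS4 inhibition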
# KCNQ1 act = human KCNQ1 channel potentiation or activation | P51787 | CHO-K1 KCNQ1, thallium flux FluxOR fluorescence; active compounds read high | B-score at 10 µM | hit rate 0.35% among 310,000;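 active = fluorescence ratio B-score, a plate-corrected score, at least three library SD, with initial intensity B-score within 5 SD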
# Target sequence (P51787 whole entry, looked up): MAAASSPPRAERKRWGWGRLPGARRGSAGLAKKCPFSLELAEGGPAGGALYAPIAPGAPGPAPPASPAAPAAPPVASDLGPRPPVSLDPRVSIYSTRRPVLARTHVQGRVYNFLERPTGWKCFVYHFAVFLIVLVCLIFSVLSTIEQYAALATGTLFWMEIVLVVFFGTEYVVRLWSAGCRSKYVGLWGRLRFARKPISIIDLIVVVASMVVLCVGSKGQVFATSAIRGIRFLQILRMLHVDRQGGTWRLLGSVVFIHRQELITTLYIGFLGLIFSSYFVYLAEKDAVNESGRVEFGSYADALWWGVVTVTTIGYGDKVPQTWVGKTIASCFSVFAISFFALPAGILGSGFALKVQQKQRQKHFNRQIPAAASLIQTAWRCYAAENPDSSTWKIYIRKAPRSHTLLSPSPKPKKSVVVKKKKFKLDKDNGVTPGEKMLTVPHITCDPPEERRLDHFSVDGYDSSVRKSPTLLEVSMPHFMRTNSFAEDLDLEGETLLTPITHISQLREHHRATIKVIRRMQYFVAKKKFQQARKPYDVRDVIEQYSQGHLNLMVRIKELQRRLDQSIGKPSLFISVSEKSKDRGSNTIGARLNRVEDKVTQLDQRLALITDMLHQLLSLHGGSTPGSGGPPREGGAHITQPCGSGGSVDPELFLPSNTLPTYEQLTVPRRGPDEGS
#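 Doses: Single concentration per compound, DMSO matched to controls | Test system: KCNQ1-transfected CHO-K1 cells | Timing: 90 min dye loading and 20 min compound exposure, both at room temperature | Measured by: Kinetic FluxOR thallium fluorescence, 10-s 1-Hz baseline, 110-s post-stimulus read | Medium: Assay buffer with matched DMSO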
# KCNQ1 inh = human KCNQ1 channel inhibition; P51787; B-score at 10 µM; hit rate 1.3% among 310,000; CHO-K1 KCNQ1, FluxOR thallium flux fluorescence; active compounds read high;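 active = compounds whose thallium flux B-score, printed positive for inhibition, exceeds three library SD while starting fluorescence stays within three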;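 note: channel opened by potassium depolarization with thallium stimulus after 20 min compound exposure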
# hERG protect = hERG (human) protection from proarrhythmic block; CHO-hERG, FluxOR thallium flux, dofetilide IC70 present; activation (rescue from dofetilide block), less the hit threshold, % at 10 µM; Q12809; hit rate 0.51% among 310,000;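 active = activation above the mean of controls blocked by dofetilide plus 5 SD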;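 note: thallium influx through hERG after potassium depolarization seen as dye fluorescence rise; in these data hits start at about 4.7%; inactives centre near -7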
# KCNK3 inh = human KCNK3 channel inhibition, primary screen | hit rate 0.84% among 340,000 | O14649 | CHO-KCNK3 thallium flux, FluxOR fluorescence; active compounds read low | AID 602410 | B-score at 10 µM;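 active = B-score under library mean minus 4 SD, starting fluorescence ratio at most library mean plus 5 SD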;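 note: more negative B-score means stronger inhibition of thallium flux through KCNK3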
# Target sequence (O14649 whole entry, looked up): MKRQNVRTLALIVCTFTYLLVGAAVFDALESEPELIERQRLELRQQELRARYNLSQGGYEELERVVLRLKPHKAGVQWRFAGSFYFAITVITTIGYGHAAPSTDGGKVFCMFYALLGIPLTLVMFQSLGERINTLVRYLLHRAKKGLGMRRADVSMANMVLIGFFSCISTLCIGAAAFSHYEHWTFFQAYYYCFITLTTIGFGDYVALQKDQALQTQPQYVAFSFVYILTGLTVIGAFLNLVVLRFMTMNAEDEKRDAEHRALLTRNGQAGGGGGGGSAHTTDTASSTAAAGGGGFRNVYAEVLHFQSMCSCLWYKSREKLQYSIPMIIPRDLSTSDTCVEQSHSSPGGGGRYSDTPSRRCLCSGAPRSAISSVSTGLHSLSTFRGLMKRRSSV
# RGS4 act = RGS4 potentiation or activation; hit rate 0.92% among 310,000; HEK293 M3R/inducible RGS4, carbachol calcium flux Fluo4; active compounds read low; B-score at 10 µM; AID 463111;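 active = B-score of the integrated calcium signal more than 4 SD below the library mean, with starting fluorescence not abnormally high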;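 note: negative B-score means reduced calcium response which marks RGS4 activation or potentiation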
#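 Also added: carbachol at ECmax as muscarinic agonist stimulus; Assay system: HEK293 cells with stable M3R and inducible RGS4; Timing: overnight RGS4 induction, 30 min dye load 37 °C, 20 min compound RT; Measured by: Fluo4-AM (2 µM) calcium-flux fluorescence, kinetic read.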
# GSK3beta inhib = inhibitors of human GSK3beta kinase | P49841 | GST-GSK3beta kinase, ADP-Glo luminescence, 60 min; active compounds read low | activity score (negative = inhibition), % at 10 µM | hit rate 0.038% among 300,000;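 active = more than half of replicate wells score below -50%, meaning over 50% inhibition versus plate controls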;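 note: 0% = median DMSO wells and -100% = median GW8510 positive control wells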
#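 test system = GST-tagged human GSK3beta kinase, cell-free | reagent = 25 µM ATP with peptide substrate | dosing = one dose of 10 µM per compound | schedule = 60 min reaction, RT | detection = luminescent ADP-Glo measurement of ADP formed | control set = DMSO neutral wells and GW8510 at 20 µM as positive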
# KCNK9 block = human KCNK9 channel inhibition; Q9NPC2; HEK293 KCNK9, FluxOR thallium flux fluorescence; active compounds read low; B-score at 10 µM; hit rate 1.2% among 310,000;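 active = ratio B-score over 3 SD below the library mean, with starting fluorescence within 5 SD of its mean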;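 note: negative B-score means less thallium flux so channel inhibition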
# PolyA inhibitor = inhibitors of polyadenylation in S. cerevisiae. hit rate 0.02% among 300,000. S. cerevisiae SKY197-pL101 polyadenylation reporter, beta-gal luminescence; efflux-impaired pdr1/pdr3 knockout yeast; score 100 = 6 SD above DMSO. calls only at 12 µM;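 active = lowest replicate activity score at least 50, where 100 means six control SD above control mean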;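 note: yeast exposed to compound for 9 h at 30 °C; higher score means more reporter readthrough which indicates perturbed polyadenylation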
# GSK3A inh = inhibitors of human GSK-3 alpha kinase | hit rate 0.1% among 320,000 | P49840 | AID 2650 | inhibition, % at 10 µM | ADP-Glo luminescence, 60 min;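 in the data active = inhibition above about 50%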;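 note: GST-tagged GSK-3 alpha with peptide substrate and 25 µM ATP; 0% = DMSO neutral wells and 100% = GW8510 positive control wells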
# Numbers without * were called inactive; i = inactive; . = not tested or not shown; & = joins results of further samples. An excerpt; the hit share may differ from the screen's.
SMILES,Dyrk1A ADPGlo,RGS4 block,KCNQ1 act,KCNQ1 inh,hERG protect,KCNK3 inh,RGS4 act,GSK3beta inhib,KCNK9 block,PolyA inhibitor,GSK3A inh
CNS(=O)(=O)c1cc(NC(=O)CCCNC(=O)c2ccc(Cl)cc2)ccc1C,-3,i,i,i,-9,i,i,0,i,i,4
O=C(Nc1cc(C(F)(F)F)ccc1Cl)c1cc2nc3c(c(C(F)(F)F)n2n1)CCCC3,-2,i,i,i,-7,i,i,1,i,i,-2
Cc1cc(=O)[nH]c(SCC2COC3(CCCCC3)O2)n1 (stereo not drawn),-7,i,i,i,-4,i,i,4,i,i,-2
Cc1cc(C)nc(N(C#N)Cc2ccc(Br)cc2)n1,-5,i,i,i,-8,i,i,0,i,i,2
COc1ccc(S(=O)(=O)N2CCC(C(=O)NCc3ccco3)CC2)cc1C,-11,i,i,i,-4,i,i,2,i,i,-1
O=C(Cn1cnc2ccccc2c1=O)N/N=C/c1ccc(Br)cc1,1,i,i,i,-2,i,i,-1,i,i,-1
COc1ccc(Oc2cc(NN3CCCCC3)c([N+](=O)[O-])cc2[N+](=O)[O-])cc1OC,-6,i,i,i,-6,i,-8.2*,-5,i,i,-4
Cc1ccc(/C=N/NC(=O)c2cc(C3CC3)nc3ccccc23)o1,0,i,i,i,-13,i,i,0,i,i,-1
Cc1ccc(C(=O)Nc2nccs2)cc1S(=O)(=O)N1CCCCC1,19,i,i,i,-4,i,i,-4,i,i,2
Cc1ccc(NC(=S)N2CCSC2c2cccs2)cc1 (stereo not drawn),-1,i,i,i,-18,i,i,-2,i,i,-2
CC(C)(C)c1ccc(/C=C/C(=O)Nc2nncs2)cc1,-2,i,i,i,-13,i,i,1,i,i,0
O=C(/C=C/c1cccnc1)c1ccc(F)c(F)c1,-6,21*,i,i,-9,i,i,3,i,i,-2
CN1C(=O)/C(=C/c2ccccc2OCc2ccc(F)cc2)N(C)C1=S,8,i,i,i,-10,i,-9.6*,-1,i,i,-1
CC1/C(=N/O)CC(c2ccccc2)N(C)C1c1ccccc1 (stereo not drawn),-3,i,i,i,0,i,i,-1,i,i,-2
COC(=O)c1ccc(CN2CCN(C3CCCCC3)C(CCO)C2)cc1 (stereo not drawn),-4,i,i,i,-14,i,i,4,i,i,-1
Cc1c(CN2CCCCC2C)c(=O)n(-c2ccccc2)n1C (stereo not drawn),2,i,i,i,-11,i,i,0,i,i,1
CCn1c(SCC(=O)N(C)CC(=O)Nc2ccc(OC)cc2)nnc1-c1ccco1,.,i,i,i,-8,i,i,5,i,i,0
Cc1ccc(CNC(=O)c2oc3ccc(S(=O)(=O)N4CCC5(CC4)OCCO5)cc3c2C)cc1,4,i,i,i,-12,i,-8.4*,4,i,i,-3
N#C/C(=C(/O)COc1ccc(Cl)cc1)c1nc2ccccc2s1,-2,i,i,i,-9,i,i,-1,i,.,-1
CCOC(=O)N1CCC(N(CCCOC)C(=O)Nc2ccc(CC)cc2)CC1,-1,i,i,i,-2,i,i,2,i,i,-2
COc1ccc(CCNC(=O)C(C)n2nc(C)n3c(cc4occc43)c2=O)cc1OC (stereo not drawn),2,i,i,i,-6,i,i,1,i,i,10
CCCNS(=O)(=O)c1ccc(CCC(=O)N2CCOCC2)cc1,3,i,i,i,-15,i,i,-2,i,i,-2
Cc1cccc(NC(=S)N/C(=N/S(=O)(=O)c2ccccc2)c2ccccc2)c1,-5&14,i,i,i,5.2*,i,i,1,i,i,-6
COc1ccc(/C(C)=N/Nc2cc(C(F)(F)F)ccc2Cl)c(OC)c1,.,i,i,i,-12,.,i,3,i,i,3
Cc1c(Cl)ccc2c(C(=O)NCCCn3nccc3C)cc(-c3ccccn3)nc12,-2,i,i,i,-7,i,i,-17,i,i,-2

# Carrying on:
SMILES,Dyrk1A ADPGlo,RGS4 block,KCNQ1 act,KCNQ1 inh,hERG protect,KCNK3 inh,RGS4 act,GSK3beta inhib,KCNK9 block,PolyA inhibitor,GSK3A inh
Cc1ccc(CNC(=O)C2CCC(=O)N(C3CC3)C2)cc1 (stereo not drawn),0,i,i,i,-5,i,i,4,i,i,-2
CCCN(CCC)CCNC(=O)c1cc2c(-c3ccccc3F)nn(C)c2s1,7,i,i,i,-4,i,i,-10,i,i,6
Cc1ccccc1Nc1nc(N)nc(CCl)n1,-3,i,i,i,-3,i,i,2,i,i,1
Cc1ccc(NC(=S)N=Nc2c(O)[nH]c3ccccc23)cc1,4,i,i,i,-5,i,i,3,i,i,-1
COc1ccc(S(=O)(=O)Nc2ccccc2)cc1,-3,i,i,i,-7,i,i,1,i,i,6
Cc1cc(C(=O)N/N=C/c2sccc2C)no1,-2,i,i,i,-4,i,i,2,i,i,-2
CCc1nn(C)c2c(=O)c(=O)c2n(C)[nH]1,5,i,i,i,-4,i,i,-7,i,i,7
CC(NC(=O)c1cccs1)C(c1cccs1)N1CCOCC1 (stereo not drawn),-4,i,i,i,1,i,i,-1,i,i,-2
O=C(Nc1ccccc1-c1nnc(SCc2ccc(Cl)cc2Cl)o1)c1ccccc1,-1,i,i,i,-8,i,i,-1,i,i,-1
Nn1cnc2cc3ccccc3cc2c1=O,9,i,i,i,-7,i,i,4,i,.,-1
O=C(O)CCCCCN1C(=O)CSC1=S,-4,i,i,i,-5,i,i,2,i,i,-2
CCn1c(C)c(C(C)=O)c(N2CCN(c3ccccc3)CC2)nc1=S,-3,i,i,i,-8,i,i,-4,i,i,3
O=C1c2c(O)cc(O)cc2O[C@H](c2ccc(O)cc2)[C@H]1O,18,i,i,i,-3,i,i,0,i,i,4
CCN(CC(=O)Nc1cc(Cl)ccc1C)C(=O)Cc1sc(C)nc1-c1ccc(F)cc1,-9,i,i,i,-15,-9.7*,i,4,-9.8*,i,-1
CC(C)(C)CNc1cc(N2CCOCC2)ccc1[N+](=O)[O-],16,i,i,i,-17,i,i,1,i,i,-2
CCOC(=O)CSC1=N/C(=C\c2cc(OC)c(OC)c(OC)c2)C(=O)N1C,-2,i,i,i,-6,i,i,5,i,i,-2
CCc1cc2c(CN3CCN(Cc4ccccc4)CC3)cc(=O)oc2cc1O,17,i,i,i,-6,i,i,-16,i,i,9
Cn1cccc1Cc1nnc(SCC(=O)NC2CCCCC2)n1CCc1ccccc1,18,i,i,i,-16,i,i,0,i,i,.
CCC(C)(C)n1nnnc1C(c1ccc(C)cc1)N1CCC(C)CC1 (stereo not drawn),0,i,i,i,-9,i,i,9,i,i,-1
CC(C)CC(=O)Nc1cc(NC(=O)CC(C)C)cc(C(=O)NC(C)(C)C)c1,5,i,i,i,-4,i,i,-2,i,i,-1
Cc1cc(SC(C)C(=O)Nc2c(C)n(C)n(-c3ccccc3)c2=O)nc2ccccc12 (stereo not drawn),-2,i,i,i,-5,i,i,0,i,i,-2
O=C(Cn1nc(Cc2ccncc2)c2ccccc2c1=O)N1CCN(C(=O)c2ccco2)CC1,4,i,i,i,-4,i,i,0,i,i,0
CCCc1ccc(S(=O)(=O)Nc2ccc(C)c(NS(C)(=O)=O)c2)cc1,.,i,i,i,-11,i,i,-6,i,i,3
CC1(C)Cc2c(c(-c3ccco3)nc3sc4c(NCCO)ncnc4c23)CO1,-36,i,i,i,-13,i,i,-1,i,i,3
CC(C)(CO)NS(=O)(=O)c1ccc2c(c1)oc(=O)c1cc(S(=O)(=O)NC(C)(C)CO)ccc12,4,i,i,i,-8,i,i,0,i,i,-3

# (further entries)
SMILES,Dyrk1A ADPGlo,RGS4 block,KCNQ1 act,KCNQ1 inh,hERG protect,KCNK3 inh,RGS4 act,GSK3beta inhib,KCNK9 block,PolyA inhibitor,GSK3A inh
COc1ccc(/C=N/NC(=O)c2cc(-c3ccc4c(c3)OCO4)n[nH]2)cc1OC,3,i,i,i,-13,i,i,1,i,i,-5
Cc1cc(C(=O)COC(=O)CC2Sc3ccccc3NC2=O)c(C)n1-c1ccccc1 (stereo not drawn),2,i,i,i,-9,i,i,0,i,i,-2
COCCOC1CCN(C(=O)c2cc(COc3ccc(F)cc3F)on2)CC1,-6,i,i,i,-8,i,i,3,i,i,0
N#Cc1c(C(F)(F)F)cc(-c2ccc(F)cc2)nc1SCC(=O)O,2,i,i,i,-8,i,i,1,i,i,-1
CN(C)/C=C1/NC(=S)NC1=O,.,i,i,i,-7,i,i,3,i,i,1
CC1CCN(C(=O)c2ccc(-n3cnnn3)cc2)CC1,8,i,i,i,-2,i,i,0,i,i,-3
CC(C)(O)C#Cc1ccc(C(=O)N2CCC(C(N)=O)(N3CCCCC3)CC2)cc1,-11,i,i,i,-1,i,i,-1,i,i,-2
O=C(CCNS(=O)(=O)c1cccc2nsnc12)N1CCN(c2ccccn2)CC1,.,i,i,i,-11,i,i,-1,i,i,8
CCOC(=O)Cc1csc(NC(=O)CSc2cc(Cl)ccc2Cl)n1,1,i,i,i,-7,i,i,-4,i,i,-2
Cc1onc(-c2ccccc2)c1C(=O)N1CCN(c2ccccn2)CC1,-8,i,i,i,-7,i,i,-1,i,i,0
COc1ccc(C(=O)NCC(c2ccco2)N2CCc3ccccc32)cc1 (stereo not drawn),.,i,i,i,-10,i,i,3,i,i,-4
CC(=O)c1ccc(NC(=O)C(C)N(C)CC(=O)Nc2ccc(N3CCOCC3)cc2)cc1 (stereo not drawn),0,i,i,i,4.6*,i,i,1,i,i,0
COc1ccc2c(/C=N/Nc3ccc(C(=O)O)cc3)c[nH]c2c1,-1,i,i,i,-9,i,i,0,i,i,0
COc1ccc(C2C(C(C)=O)=C(C)N=c3s/c(=C\c4ccco4)c(=O)n32)c(OC)c1 (stereo not drawn),-2,i,i,i,-15,i,i,0,i,i,0
Cc1ccc(C)c(-n2c(CNc3ccc(F)cc3)nnc2SCC(N)=O)c1,6,i,i,i,-7,i,i,3,i,i,-2
O=C(NC(Nc1ccccn1)C(Cl)(Cl)Cl)c1ccccc1 (stereo not drawn),-1,i,i,i,-10,i,i,1,i,i,-1
CCn1cc([N+](=O)[O-])c(C(=O)N2N=C3/C(=C/c4cccs4)CCCC3C2c2cccs2)n1 (stereo not drawn),-3,i,i,i,-1,i,i,-3,i,i,-3

# An excerpt from above, showing only KCNK3 inh and GSK3beta inhib.
molecule	KCNK3 inh	GSK3beta inhib
N#Cc1c(C(F)(F)F)cc(-c2ccc(F)cc2)nc1SCC(=O)O	i	1
COc1ccc(C(=O)NCC(c2ccco2)N2CCc3ccccc32)cc1 (stereo not drawn)	i	3

# Screening results: PubChem BioAssay, several laboratories
